Assay outcomes (PubChem)
NOD1 NF-kB reporter: NOD1 signaling inhibitors, primary screen, cell-based, luminescence, uHTS (AID 1578). NOD1-driven NF-kB luciferase reporter cells, luminescence; higher % means a stronger effect. inhibition, % at 4 µM; hits with a dose series show EC50 in µM. 290,000 compounds, 1% hits; in the data active = inhibition mostly above about 36%, no sharp cut-off; inactive = mostly below about 34%;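 note: HEK-293T reporter cells stimulated with the NOD1 agonist gamma-tri-DAP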
MgcRacGAP inhibition: MgcRacGAP GTPase-activating activity inhibitors, confirmation, biochemical, ADP Hunter fluorescence; MgcRacGAP-stimulated Rac1 GTP hydrolysis, ADP Hunter fluorescence; higher % means a stronger effect; GST-tagged Rac1 F28L mutant substrate; inhibition, % at 30 µM, or IC50 in µM where a hit was titrated; 340,000 compounds, 0.6% hits;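 active = first-screen hits whose inhibition reached a set limit at any dose in the follow-up dose series; inconclusive = inhibition above the set first-screen limit but never retested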;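 note: fluorescence reports GDP produced by GAP-driven GTP hydrolysis; strong numbers were not always called active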
GPR55 LPI antagonism: inhibition of LPI-stimulated GPR55 beta-arrestin translocation – imaging, U2OS, beta-arrestin-GFP, LPI agonist, primary screen (AID 2013); U2OS GPR55 beta-arrestin-GFP translocation imaging, LPI antagonism; higher % means a stronger effect; inhibition, % at 10 µM; hits with a dose series show IC50 in µM; 290,000 compounds, 0.13% hits;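 active = spots per cell inhibited over 60%, with over 100 cells counted and total cytoplasm intensity under 500,000; inconclusive = wells with under 100 cells, flagged as likely toxic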;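 note: U2OS cells stably carrying GPR55 and arrestin-GFP stimulated by 5 µM LPI near EC80; imaged beta-arrestin-GFP aggregate spots per cell after agonist stimulation; plate controls were LPI-stimulated DMSO wells for no effect and DMSO wells without LPI for full effect; some results filed as inactive read as strong as hits; confirmed hits need IC50 under 10 µM and bright autofluorescent wells are also inconclusive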
GPR55 activation: GPR55 agonists via beta-arrestin recruitment, primary screen, imaging, U2OS cells, beta-arrestin-GFP redistribution (AID 1961) | U2OS GPR55 beta-arrestin-GFP redistribution imaging; higher % means a stronger effect | activation, % at 10 µM, or EC50 in µM where a hit was titrated | 290,000 compounds, 0.048% hits;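 active = activation above 40% with more than 50 cells counted in the well; inconclusive = wells holding fewer than 50 cells, flagged as toxic or sparse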;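 note: U2OS osteosarcoma cells stably expressing GPR55 and beta-arrestin-GFP; plate controls were DMSO negative control for no effect and LPI positive control for full effect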
KOR beta-arrestin-1: kappa opioid receptor activators – cell-based, luminescence, uHTS, primary screen (AID 1777). KOR beta-arrestin recruitment, luminescence; higher % means a stronger effect. activation, % at 10 µM; hits with a dose series show EC50 in µM. 280,000 compounds, 0.02% hits; in the data active = activation above about 50%, passing the limit was not always enough; note: a part of the inactive calls stands beside numbers as strong as those of hits
K1F lysis inhibition: inhibition of K1F phage lysis, E. coli UTI89, bacterial capsule biogenesis inhibitors, alamar blue (AID 488966); E. coli UTI89 K1F phage lysis, alamar blue, 2 h; higher % means a stronger effect; one-dose inhibition, % at 100 µM; IC50 in µM for titrated hits; 340,000 compounds, 0.02% hits;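 active = phage lysis inhibition, versus mean bacterial control, above a set limit; inconclusive = no clear call, values can overlap the other calls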;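 note: capsule biogenesis inhibitors block K1F phage lysis so surviving cells raise fluorescence; higher fluorescence means more inhibition of phage lysis; actives were called in the ten point dose series up to 300 µM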
GPR35 antagonists: GPR35 antagonists blocking zaprinast-driven arrestin recruitment, primary screen, imaging, U2OS, beta-arrestin-GFP, zaprinast agonist (AID 2058). one-dose inhibition, % at 10 µM; IC50 in µM for titrated hits. U2OS GPR35 beta-arrestin-GFP translocation imaging, zaprinast antagonism; higher % means a stronger effect. 290,000 compounds, 0.052% hits;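 active = inhibition of at least 50% with at least 30 cells and total cytoplasm GFP at most 10,000,000; inconclusive = under 30 cells or total GFP of 10,000,000 plus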
NTR1 agonist: NTR1-driven beta-arrestin-GFP spot formation – imaging, U2OS cells, high content, primary screen (AID 493036); agonist mode; activation, % at 20 µM; 330,000 compounds, 0.17% hits;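 active = activation at or above 40% of the spot to cytoplasm intensity ratio, with at least 20 cells analyzed; inconclusive = wells under 20 cells, flagged as cytotoxic or low count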;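 note: 0% = DMSO without peptide and 100% = 100 nM NTR1 peptide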
Target sequence (P30989 whole entry, looked up): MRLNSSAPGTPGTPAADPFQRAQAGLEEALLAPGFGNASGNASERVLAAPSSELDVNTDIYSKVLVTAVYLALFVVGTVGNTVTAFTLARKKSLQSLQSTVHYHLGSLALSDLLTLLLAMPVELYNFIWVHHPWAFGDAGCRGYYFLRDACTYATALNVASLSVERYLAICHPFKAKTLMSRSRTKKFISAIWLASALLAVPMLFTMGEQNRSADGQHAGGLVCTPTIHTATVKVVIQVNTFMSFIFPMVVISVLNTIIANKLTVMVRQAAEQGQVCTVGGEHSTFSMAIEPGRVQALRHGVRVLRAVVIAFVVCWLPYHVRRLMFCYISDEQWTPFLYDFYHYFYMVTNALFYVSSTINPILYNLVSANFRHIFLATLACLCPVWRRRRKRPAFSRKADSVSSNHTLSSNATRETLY
KOR beta-arrestin-2: kappa opioid receptor blockers – cell-based, luminescence, uHTS (AID 1778); KOR beta-arrestin recruitment, luminescence, antagonist mode; higher % means a stronger effect; inhibition, % at 10 µM; hits with a dose series show IC50 in µM; 290,000 compounds, 0.091% hits; in the data active = inhibition above about 50%; note: strong numbers were not always called active
NTR1 agonist cell count 20 µM: second read-out of NTR1 agonist, no call of its own (marks repeat the call); cell count; measured here: cell count, cytotoxicity flag
Starred values were filed as active, the others as inactive; ? = inconclusive; . = no result given; [ ] = another dose, or the depositor's remark. Some of the compounds tested; rates above refer to the full screens.

The line under a structure holds: NOD1 NF-kB reporter	MgcRacGAP inhibition	GPR55 LPI antagonism	GPR55 activation	KOR beta-arrestin-1	K1F lysis inhibition	GPR35 antagonists	NTR1 agonist	NTR1 agonist cell count 20 µM	KOR beta-arrestin-2
> O=C(O)CCCCCNCc1ccncc1
→ -8%	-1%	4%	0.1%	2.0%	5.8%	14%	0.0	64	11%
> CN1CCCN(S(=O)(=O)c2cccc(Cl)c2Cl)CC1
→ -17%	6%	-10%	0.0%	3.4%	0.3%	-10%	-1.2	34	-22%
> CC12CC3CC(C)(C1)CC(C(=O)NC(=S)N1CCCCC1)(C3)C2
→ 6%	5%	.	0.0%	-1.5%	4.8%	17%	-0.5	57	25%
> Cn1ncc2c(NNC(=O)C3CCCCC3)ncnc21
→ -36%	5%	7%	-0.6%	-4.1%	0.2%	-15%	2.4	58	-8%
> COC(=O)c1c(NC(=O)COC(=O)Cn2cnc3ccccc32)sc2c1CCCC2
→ -26%	6%	-9%	?	2.6%	0.0%	-18%	0.9	50	13%
> O=C(NNC(=O)C12CC3CC(CC(O)(C3)C1)C2)c1csc(N2CCOCC2)n1
→ -19%	8%	12%	0.0%	7.9%	0.2%[50 µM]	-1%	-0.5	51	-10%
> CC12CN3CC(C)(CN(C1)C3c1ccc([N+](=O)[O-])o1)C2 (stereo not given)
→ -8%	8%	3%	-0.1%	2.7%	-0.5%	7%	-0.5	40	12%
> Cc1cccc(C(=O)NCc2nnc(SCC(=O)NC(C)c3ccccc3)n2C)c1 (stereo not given)
→ -15%	5%	4%	-0.1%	0.1%	0.9%[50 µM]	-2%	1.8	58	14%
> COCCn1c(SCC(=O)c2ccccc2)nc2c(c1=O)SCC2
→ -25%	7%	7%	-0.3%	1.2%	0.0%	-11%	0.8	61	-16%
> Cc1ccc(/C=N/NC(=O)CC(=O)NCc2cccnc2)cc1
→ -11%	5%	0%	-0.2%	-5.7%	1.7%[50 µM]	-16%	-0.6	76	33%
> N#Cc1ccccc1CSc1nc2ccsc2c(=O)n1Cc1ccccn1
→ -24%	-7%	17%	0.5%	2.2%	1.2%[50 µM]	-12%	0.0	55	4%
> COc1ccc(C2c3c(oc4ccc(C)cc4c3=O)C(=O)N2c2cc(C)ccn2)cc1OC (stereo not given)
→ -9%	.	87%*	-0.3%	-4.0%	.	5%	.	.	26%
> COC(=O)c1cc2cc(NS(=O)(=O)c3ccc(C)cc3)ccc2s1
→ -22%	9%	0%	-0.2%	-3.4%	0.4%	11%	0.4	87	34%
> O=C(COC(=O)C1=COCCO1)Nc1ccccc1OC(F)F
→ -16%	7%	-15%	-0.4%	-6.9%	0.2%	-12%	-1.5	52	13%
> CC1CCN(C(=O)CSc2nnc(-c3cccs3)o2)CC1
→ -19%	4%	-4%	-0.3%	-2.6%	0.1%	10%	0.0	62	-13%
> O=C(Nc1ccc(NC(=O)C2CCCCC2)nc1)c1cccs1
→ -22%	12%	21%	-0.1%	.	0.3%	-10%	0.2	84	-8%[20 µM]
> CC(C)(C)c1ccc(C2C(C#N)=C(N)Oc3n[nH]c(-c4cccnc4)c32)cc1 (stereo not given)
→ 8%	-11%	9%	0.3%	-2.3%	1.4%[50 µM]	12%	0.0	57	5%
> Cc1ccc2[nH]cc(CCNC(=O)c3cccs3)c2c1
→ 2%	9%	-12%	-0.2%	11%	-1.1%[50 µM]	2%	-1.0	86	-19%
> CC1(C)CSC(=NCCc2ccccc2)N1C(=O)c1ccc(C#N)cc1
→ -12%	2%	7%	0.2%	-5.4%	0.1%	20%	1.2	57	-25%
> Cc1cc(SCC(=O)NC(=O)NCc2ccco2)nc2ccccc12
→ 5%	3%	10%	-0.1%	0.2%	-0.3%	8%	-0.6	90	8%
> Cc1ccc(C)c(OCc2cc(C(=O)NC3CCN(Cc4ccccc4)CC3)no2)c1
→ .	-26%	19%	-0.2%	1.7%	0.3%	14%	3.9	64	-50%
> CCc1ccc(NC(=O)CSc2nnc(CNC(=O)c3c(F)cccc3Cl)o2)cc1
→ -7%	6%	4%	-0.1%	-0.4%	-1.0%	-7%	2.3	91	-11%
> CC(=O)N1CCN(CC(=O)Nc2ccc(C)c(S(=O)(=O)N(C)C)c2)CC1
→ -41%	16%	-2%	-0.3%	-4.0%	-0.4%	-1%	0.5	58	1%
> O=c1c2[nH]c3ccccc3c2ncn1Cc1ccncc1
→ -6%	6%	-16%	-0.2%	-8.0%	-0.4%	-2%	-0.4	95	2%
> CCC(C)(C)NC(=O)C(c1cccc(OC)c1OC)N(C(=O)CCC(=O)Nc1cc(C)on1)C(C)C (stereo not given)
→ -30%	5%	-3%	-0.2%	-2.8%	-0.1%	4%	-0.2	53	-41%
> COc1ccc(N(CC(=O)NCc2ccc(C)cc2)S(=O)(=O)c2c(C)nn(C)c2C)cc1
→ -16%	6%	1%	0.1%	0.4%	1.1%[50 µM]	0%	0.0	67	35%
> Cc1ccc(CNC(=O)c2cnc3ccccc3n2)cc1
→ -35%	3%	6%	-0.1%	0.6%	0.9%	-10%	-0.2	57	-16%
> CN1C(=O)C(CC(=O)Nc2ccccc2F)N(NC(=O)c2ccc(Br)cc2)C1=S (stereo not given)
→ -32%	2%	-6%	0.4%	-0.6%	0.3%	-4%	-0.2	29	1%
> CC(C)OCCCNC(=O)C1CCN(S(=O)(=O)c2ccc3nc4c(c(C(=O)O)c3c2)CCCCC4)CC1
→ 1%	2%	9%	0.2%	-4.9%	0.4%	2%	0.5	58	-39%
> CCCCCn1c(CNC(=O)CCC)nc2ccccc21
→ -14%	1%	11%	1.3%	-3.7%	-0.2%	21%	-0.6	91	-13%
> Cc1cccc(C)c1NC(=O)CN(C)CC(=O)Nc1cc(Cl)ccc1C#N
→ -22%	4%	7%	-0.2%	4.2%	1.0%	7%	-4.9	75	-22%
> COc1ccc2c(c1OC)C(=O)OC2C/C(=N\NC(N)=O)c1ccccc1 (stereo not given)
→ -17%	4%	-2%	-0.5%	-3.5%	-0.3%	-13%	0.5	41	-11%
> CCOC(=O)Cn1c(=O)oc2cc(S(=O)(=O)Nc3cc(OCC)ccc3OCC)ccc21
→ -8%	4%	10%	-0.1%	1.9%	-1.3%	18%	-0.7	71	-12%
> O=C(NCc1ccco1)C(=O)c1cn(CC(=O)N2CCCCCC2)c2ccccc12
→ 11%	7%	-3%	0.1%	-3.2%	0.3%	-1%	0.7	57	16%
> Cc1ccc(-c2nc(CS(=O)CC(=O)NCCN3CCCCCC3)c(C)o2)cc1 (stereo not given)
→ -31%	19%	13%	-0.2%	3.6%	0.0%	15%	-0.5	52	0%
> CCOC(OCC)P(=O)(C(C)C)C(C)C
→ .	7%	3%	-0.4%	0.0%	0.5%	-1%	0.6	44	16%
> COc1ccc(CNC(=O)C(OC(=O)c2nsc(Cl)c2Cl)C(C)C)cc1 (stereo not given)
→ -27%	4%	-1%	0.0%	-2.1%	-1.5%	10%	-0.1	29	-15%[20 µM]
> N=C1C(=O)OCC1c1ccccc1NC(=O)CN1CCOCC1 (stereo not given)
→ 8%	3%	12%	0.8%	0.8%	1.2%[50 µM]	8%	1.7	67	-17%
> COc1ccc(/C=N/Nc2ccccn2)cc1O
→ -10%	70µM*	-4%	-0.1%	6.6%	0.4%	4%	-0.4	51	11%
> CCOc1ccccc1-c1nnc(SCC(=O)NC2CC3CCC2C3)n1CC (stereo not given)
→ .	15%	13%	-0.2%	-2.2%	0.7%	-17%	-1.6	61	29%
> Cc1ccc2c(c1)CCCN2C(=O)c1cc2ccccc2oc1=O
→ 3%	8%	0%	-0.1%	2.8%	2.1%	-7%	2.6	79	3%
> COC(=O)/C(=C/c1ccc2c(c1)c1ccccc1n2C)NC(=O)c1ccccc1
→ -13%	11%	8%	0.1%	3.9%	1.5%[50 µM]	5%	12	71	-10%
> O=C(NCCc1ccccc1)c1noc2c1CCc1ccccc1-2
→ -23%	-3%	3%	0.3%	0.1%	-2.9%	9%	5.9	55	-4%
> CCOC(=O)c1sc(NC(=O)C(C)Sc2nc(N)cc(=O)[nH]2)nc1C (stereo not given)
→ -16%	1%	2%	-0.4%	-3.6%	-1.1%	-9%	-0.2	41	-3%
> O=C(N/C(=C/c1cccnc1)C(=O)N1CCCCCC1)c1ccccc1
→ -20%	4%	-3%	0.2%	-3.9%	0.1%	-12%	0.1	48	-9%
> Cc1noc(C)c1COC(=O)[C@@H](NC(=O)c1ccccc1Cl)C(C)C
→ -17%	.	4%	0.2%	2.3%	.	-7%	-0.4	28	-10%
> CC(C)C(O)P(=O)(OCc1ccccc1)c1ccc(N(C)C)cc1 (stereo not given)
→ 24%	6%	-11%	0.3%	19%	0.0%	7%	4.4	78	-48%
> S=c1[nH]nc(-c2cc(-c3ccccn3)nc3ccccc23)o1
→ -7%	9%	-3%	-0.1%	-2.6%	-0.1%	-10%	1.9	62	12%
> Cc1cc(C(=O)N(C)Cc2ccc(Br)cc2)no1
→ -26%	7%	-14%	-0.3%	-11%	3.8%	13%	-0.1	57	12%
> O=C(CSc1nc(C2CC2)nc2ccccc12)NCc1ccc2c(c1)OCO2
→ -52%	.	-2%	0.3%	1.7%	.	22%	1.1	95	1%
> COc1ccc2cc(Br)ccc2c1CC(=O)NC1CC(C)(C)NC(C)(C)C1
→ 10%	11%	19%	-0.2%	-5.3%	0.1%	5%	-1.3	82	10%
> CCc1ccc(NC(=O)C(=O)N/N=C(\C)CC(=O)Nc2ccccn2)cc1
→ -2%	5%	22%	-0.4%	-1.6%	1.7%[50 µM]	22%	2.8	52	-50%
> COCCCNc1nc(-c2ccncc2)nc2ccccc12
→ -21%	9%	3%	0.0%	1.1%	-0.8%	-1%	2.4	48	0%
